Pf growth 96h: Primary qHTS for delayed death inhibitors of the malarial parasite plastid, 96 hour incubation; AID 504834, 2011; Potency, µM (titrated, usually from 28.7 µM), inactives show top-dose activity change, negative = inhibition, actives largely listed as inhibitors; P. falciparum luciferase reporter growth, 96 h; hit rate 6.9% among 320,000; note: potency is the fitted concentration of half-maximal effect; % is set by controls: 0 for no effect and ±100 for the full control effect
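Two-generation exposure (96 h) targets delayed-death phenotype. Reporter parasites carrying integrated firefly luciferase, in red cells at 2% hematocrit and 0.05% parasitemia final, kept at 37 C, 5% CO2; luminescence loss indicates inhibition.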
HCV inh: qHTS Assay for Inhibitors of Hepatitis C Virus (HCV); Huh7.5.1 HCVcc-Cre infection, luciferase reporter, 44 h; Potency, µM (titrated, usually from 41.8 µM), for the others: top-dose activity change, negative = inhibition, actives largely listed as inhibitors; hit rate 3.4% among 340,000; note: potency is the fitted concentration of half-maximal effect; % is set by controls: 0 for no effect and ±100 for the full control effect
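Cells seeded at 1,000/well and cultured 4 h, then compounds added followed by HCVcc-Cre virus (~0.5 moi). After 44 h further culture, luciferase substrate was added, plates held 15 min at room temperature, and luminescence read for 15 sec.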
Pf growth 48h: Primary qHTS for delayed death inhibitors of the malarial parasite plastid, 48 hour incubation; P. falciparum luciferase growth in erythrocytes, 48 h; Potency, µM (top dose mostly 28.7 µM), for inactives: at the highest dose activity change, negative = inhibition, most hits filed as inhibitors; hit rate 5.9% among 310,000; AID 504832, 2011; note: potency is the fitted concentration of half-maximal effect; % is set by controls: 0 for no effect and ±100 for the full control effect
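Parasite viability was followed by luminescence of a genomically integrated firefly luciferase. Cultures held 0.1% parasitemia at 2% hematocrit (final), incubated under 5% CO2 at 37 C.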
FBPA Giardia inh: qHTS Assay for Inhibitors of Fructose-1,6-bisphosphate Aldolase from Giardia Lamblia | hit rate 0.71% among 290,000 | Potency, µM (titrated, usually from 59.6 µM), without a hit: at the top dose activity, negative = inhibition, usual class: inhibitors | purified Giardia FBPA | A8B2U2; note: potency is the fitted concentration of half-maximal effect; % is set by controls: 0 for no effect and ±100 for the full control effect; nearly all actives have a fitted effect of over 55% in size
Target sequence (A8B2U2 whole entry, looked up): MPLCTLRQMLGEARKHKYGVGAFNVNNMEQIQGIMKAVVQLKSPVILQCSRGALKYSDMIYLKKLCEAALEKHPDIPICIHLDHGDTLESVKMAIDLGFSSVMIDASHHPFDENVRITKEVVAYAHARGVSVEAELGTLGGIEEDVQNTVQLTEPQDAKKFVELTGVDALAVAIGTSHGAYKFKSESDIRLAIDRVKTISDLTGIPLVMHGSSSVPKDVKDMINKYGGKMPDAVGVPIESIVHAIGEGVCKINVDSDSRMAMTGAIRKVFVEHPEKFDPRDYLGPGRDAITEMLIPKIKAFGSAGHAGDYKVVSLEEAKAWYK
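Giardia FBPA (40 nM reagent) was preincubated 10 min at RT with compound (up to 57.5 uM final), then substrate plus GAPDH/TPI/NAD/arsenate coupling system with diaphorase/resazurin was added; resorufin fluorescence (525/598 nm) was read after 20 min.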
CHX counter: Cycloheximide Counterscreen for Small Molecule Inhibitors of Shiga Toxin; hit rate 12% among 300,000; AID 2314, 2010; cell reporter, cycloheximide protein synthesis inhibition counterscreen; max response, %; in the data active = max response mostly above about 13%, no sharp cut-off; inactive = mostly below about 14%; note: read at 38.3 µM for the half of the compounds with a filed dose; 0% is about no effect
Shiga inhibitor: A qHTS for Small Molecule Inhibitors of Shiga Toxin | Vero cells, Shiga toxin protein synthesis inhibition reporter | inhibition, % at 38.7 µM | hit rate 9.2% among 290,000; in the data active = inhibition mostly above about 28%, no sharp cut-off; inactive = mostly below about 43%; note: 0% is about no effect
Active calls of the source: *; i = inactive; ? = inconclusive; · = no result given; & = joins results of further samples; [ ] = dose if it differs, or a comment. Unless noted, calls come from the whole dose curve; as a rule, active = well fitted curve in the direction sought with a large enough effect; inconclusive = small, poorly fitted or top-dose-only effect, or another doubt; inactive = no such curve, though single readings can be large; an effect the other way counts as inactive or inconclusive.

SMILES	Pf growth 96h	HCV inh	Pf growth 48h	FBPA Giardia inh	CHX counter	Shiga inhibitor
C#CCOCCOCCOCCNc1nc(N2CCN(C(=O)C(Cc3ccc(O)cc3)n3cc(C(N)CC(C)C)nn3)CC2)nc(N2CCN(C(=O)C(Cc3cc4ccccc4[nH]3)n3cc(C(N)C(C)CC)nn3)CC2)n1 (configuration not stated)	?	·	?	0%	-4	-7
Cc1nc2ccc(NC(=O)Cc3ccc4c(c3)OCCO4)cc2s1	-13%	2%	12%	12%	13	9
NC(=O)NCc1ccc(F)cc1	-29%	4%	22%	-1%	1	1
CC1OC(C[N+](C)(C)C)CC1O (configuration not stated)	31%[activator]	-5%	3%	·	·	·
CCOc1ccc(-n2cnnn2)cc1S(=O)(=O)Nc1c(C)cccc1C	3%	-23%	-13%	0%	-2	-4
CC(=O)Nc1ccc(S(=O)(=O)NCC(=O)NC(C)c2ccc(S(N)(=O)=O)cc2)cc1 (configuration not stated)	?	7%	-12%	8%	5	6
COc1ccc(S(=O)(=O)N2CCCOC2CNC(=O)C(=O)NC2CCCC2)cc1 (configuration not stated)	-26%	-4%	-2%	·	16	2
O=C(CN1C(=O)COc2ccc(S(=O)(=O)N3CCCCC3)cc21)NCc1ccc(F)cc1	?	-2%	20%	0%	10	-6
CCCN(C(=O)CCl)C1=CCCCC1	-37%	13µM*	?	-6%	5	-13
Cc1occc1C(=O)NNC(=O)NC12CC3CC(CC(C3)C1)C2	·	10%	16%	4%	4	28
CCN(CC)CCN(C(=O)c1ccc2c(c1)CCCC2)c1nc2c(C)cccc2s1	?	?	9.3µM*	-29%	-2	4
CCOC(=O)c1ccc(Oc2nc(NC)nc(Nc3ccccc3)n2)cc1	28%	?	?	-3%	8	-9
C/C(=N\OC(=O)c1ccccc1)c1cc(-c2ccc(Cl)cc2)no1	240%[activator]	2%	148%[activator]	4%	0	30
CCCCCSc1cc(OC)c(CCNC)cc1OC	?	?	·	0%	-2	-9
CCCn1c(=O)c2[nH]cnc2n(-c2ccccc2C)c1=O	44%[activator]	23%	3%	-8%	-3	-4
CN(CC(=O)N1CCOCC1)S(=O)(=O)c1ccc2ccccc2c1	?	8%	3%	6%	-2	·
N/C(=N\OC(=O)c1ccc(Cl)c(Cl)c1)c1ccccn1	65%[activator]	17%	-52%	4%	19*	107*
CCn1cc(C(=O)NCC(C)C)c(=O)c2cc(F)c(N3CCN(C(=O)c4ccco4)CC3)cc21	22%	?	4.1µM*	12%	-2	-4
CCOC(=O)C1CCCN(C2CC(=O)N(c3ccc(NC(C)=O)cc3)C2=O)C1 (configuration not stated)	?	19%	-15%	2%	4	-5
COc1ccccc1NC(=O)c1cc2cc(Br)ccc2cc1O	?	11µM*	2.9µM*	?	24*	85*
CC(C)(C)OC(=O)NCCc1n[nH]c(=S)o1	?	15%	-8%	?	1	13
COC(=O)CNc1n[nH]c(=S)[nH]c1=O	-15%	23%	13%	?	-1	-8
Cc1ccc2c(c1)C(O)(c1c(C)[nH]c3ccccc13)C(=O)N2 (configuration not stated)	·	3%	?	?	-2	18
COC(=O)c1ccccc1NC(=O)Cn1cnc2ccc(S(=O)(=O)N3CCC(C)CC3)cc2c1=O	?	7%&8%	3%	5%	-3	-3
COc1ccc(-c2cc3ccc(OCC(C)=O)cc3oc2=O)cc1	230%[activator]	?	232%[activator]	7%	57*	127*
O=C(CCNC(=O)c1ccc(Br)cc1)NCc1ccccc1F	?	-23%	55%[activator]	·	·	·
Cc1ccc(S(=O)(=O)N(C)C)cc1NC(=O)COC(=O)c1ccc2c(c1)OCCO2	3%	-19%	5%	-2%	-1	-5
C=CCN(C(=O)CN1CCOCC1)c1nc(C)c(-c2ccccc2)s1	·	1%	11%	-21%	8	-11
N[C@@H](Cc1c[nH]c2ccccc12)c1nnc(SCc2ccc(Cl)cc2)o1	-16%	-12%	?	-6%	-5	-6
COc1ccc(CCNC(=O)c2cnccn2)cc1	?	13%	·	-3%	-5	3
COc1cc(NC(=O)SC2=NCCS2)cc(OC)c1	-42%	?	?	-12%	-1	12
O=c1c2ccccc2nnn1CSc1ccccc1	i	5%	234%[activator]	-2%	45*	92*
COc1ccc(-c2csc3[nH]c(=S)n(-c4ccccc4)c(=O)c23)cc1OC	?	7%	-12%	16%	-3	-4
CC(C)c1ccc(CC(NC(=O)c2ccccc2)C(=O)NCC(=O)O)cc1 (configuration not stated)	6%	2%	3%[5.75 µM]	7%	-2	9
Cc1ccccc1NCC(=O)c1ccc(Br)cc1	-1%	-5%	33%[activator]	5%	-4	-9
C=CCn1c(SCC(=O)c2ccc(OC)cc2)nnc1C(C)NC(=O)c1cccs1 (configuration not stated)	32%[activator]	-20%&-27%	-21%	-8%	-1	29
COc1cc(Cn2c(N)c(C#N)c3nc4ccccc4nc32)cc(OC)c1	2.3µM*	?	?	-27%	-2	-22
CCOC(=O)N1CCN(C(=O)c2cc(COc3ccc(OC)cc3Cl)on2)CC1	?	-30%	?	-8%	70*	105*
CCCCCCc1ccc(-c2ncc(N)cn2)cc1	237%[activator]	5.6µM*	297%[activator]	0%	60*	122*
COc1cccc(CNC(=O)C2CCCN(C(=O)c3ccc(Cl)cc3)C2)c1 (configuration not stated)	?	-11%	?	·	·	·
Cn1c(SCC(=O)N2CCCc3ccccc32)nc2cccnc21	24%	-22%	-18%	-2%	-1	2
Oc1c(Br)cc(Br)cc1CNc1ccc(F)cc1	?	11%	?	?	-8	1
O=C(Nc1cnn(C23CC4CC(CC(C4)C2)C3)c1)c1cnn2cccnc12	16%	10%	82%[activator]	-12%	64*	90*
COc1ccc(-c2cc(-c3nnc(COC(=O)c4ccncc4)o3)c3ccccc3n2)cc1OC	?	-28%	12µM*	1%	12	-18
COc1cc(CNCc2ccc(OC)c3ccccc23)cc(OC)c1OC	-16%	?	-29%	?	-1	-3
COc1ccc(N2CCN(CC(=O)Nc3ccc(SC(F)F)cc3)CC2)cc1	28%	-15%	15%	0%	0	-5
O=C1NC(=O)C(Cc2cccs2)C(=O)N1	5%	2%	15%	3%	-4	-38
Cc1ccc(NC(=O)CNc2ccccc2N2CCCC2=O)cc1S(=O)(=O)N1CCCCC1	9.3µM*	?	10µM*	·	·	·
COc1ccc(CCOC(=O)c2ccc(NC(=O)CC#N)cc2)cc1	0%	-29%	?	·	41*	30
CC(C)N1CCc2c(sc(NC(=O)c3ccc(S(=O)(=O)N4CCc5ccccc54)cc3)c2C(N)=O)C1	7.4µM*	11µM*	4.1µM*	-24%	-2	-11
Other records.
SMILES	Pf growth 96h	HCV inh	Pf growth 48h	FBPA Giardia inh	CHX counter	Shiga inhibitor
CCC(CC)C(=O)N1N=C(c2ccc(NS(C)(=O)=O)cc2)CC1c1ccc(C)cc1 (configuration not stated)	5.2µM*	?	?	-2%	7	10
Nc1ncnc2nc(SCCOc3ccc(Cl)cc3)[nH]c12	12%	9%	0%	7%	-3	-8
N=C1C(c2ccccc2)=C(O)CN1c1cccc(S(=O)(=O)N2CCCCC2)c1	?	-3%	?	1%	-1	-6
CC(C)CCOc1ccc(C(=O)NCC(c2cccs2)N2CCOCC2)cc1 (configuration not stated)	?	?	?	·	·	·
N#Cc1c(-n2cccc2)cccc1-n1cccc1	47%[activator]	-1%	-6%	5%	-2	-21
CCOC(=O)Cc1c(C)nc2c(-c3ccccc3)cnn2c1C	25%	?	5%	3%	36*	47
CCc1nc(NCc2ccccc2)c(C#N)c2c1CCCC2	?	1%	10µM*	4%	-3	-7
c1ccc(-c2ccc(C3=Nn4c(nnc4-c4cccs4)SC3)cc2)cc1	13µM*	?	9.3µM*	-1%	-4	-5
CCC(=O)N1N=C(c2ccc(C)o2)CC1c1ccc(N(C)C)cc1 (configuration not stated)	23%	-22%	9%	3%	3	35
Cc1ccc(C(=O)NNc2cc(N3CCCC3)nc(N3CCCC3)n2)cc1	-8%	?	4.7µM*	-23%	2	-8
Fc1ccccc1-c1n[nH]c(=S)n1/N=C/c1c[nH]c2ccccc12	7%	1%	-4%	0%	-2	19
CCC(=O)Nc1nnc(SCc2cccc(F)c2)s1	30%[activator]	-3%	16%	6%	9	32
COc1ccc(CN(C)S(=O)(=O)c2ccc3c(c2)OCCO3)cc1	-6%	-8%	17%	3%	10	3
COc1ccc(C(=O)O)cc1NC(=S)NC(=O)/C=C/c1ccc(C(C)C)cc1	-9%	21%	12%[0.00184 µM]	4%	8	26
CCOc1ccccc1NC(=S)Nc1ccc2cn[nH]c2c1	1%	-8%	12%	-10%	6	24
CCn1c(=NC(=O)C2COc3ccccc3O2)sc2c(C)ccc(OC)c21 (configuration not stated)	?	?	?	-1%	7	-11
O=C(c1cccc(F)c1)N1CCN(Cc2c[nH]c3ccccc23)CC1	-5%	4%	-6%	?	-2	-14
O=C(Nc1cccc2cccnc12)c1ccc(Br)o1	·	?	28%	1%	26*	18
CNC(=O)Nc1ccc(Cl)cc1	43%[activator]	9%	45%[activator]	6%	21*	18
CN(C)c1ccc(/C=N/NC(=O)c2cnc3ccccc3c2)cc1	?	-8%	?	3%	0	4

Structures from the list above that contain a thiophene ring, fused or not:
SMILES	Pf growth 96h	HCV inh	Pf growth 48h	FBPA Giardia inh	CHX counter	Shiga inhibitor
COc1ccc(-c2csc3[nH]c(=S)n(-c4ccccc4)c(=O)c23)cc1OC	?	7%	-12%	16%	-3	-4
C=CCn1c(SCC(=O)c2ccc(OC)cc2)nnc1C(C)NC(=O)c1cccs1 (configuration not stated)	32%[activator]	-20%&-27%	-21%	-8%	-1	29
O=C1NC(=O)C(Cc2cccs2)C(=O)N1	5%	2%	15%	3%	-4	-38
CC(C)N1CCc2c(sc(NC(=O)c3ccc(S(=O)(=O)N4CCc5ccccc54)cc3)c2C(N)=O)C1	7.4µM*	11µM*	4.1µM*	-24%	-2	-11
CC(C)CCOc1ccc(C(=O)NCC(c2cccs2)N2CCOCC2)cc1 (configuration not stated)	?	?	?	·	·	·
c1ccc(-c2ccc(C3=Nn4c(nnc4-c4cccs4)SC3)cc2)cc1	13µM*	?	9.3µM*	-1%	-4	-5

Next section:
SMILES	Pf growth 96h	HCV inh	Pf growth 48h	FBPA Giardia inh	CHX counter	Shiga inhibitor
Cc1ccc2cccc(OC(=O)N(C)c3ccccc3)c2n1	24%	13%	-23%	-6%	8	-3
Cc1cc(C)c(C)c(N=Nc2nc3ccccc3n2C)c1C	15%	?	-80%	-5%	63*	92*
CC(NC(=O)c1ccc(CS(=O)(=O)c2cccc(C(F)(F)F)c2)o1)c1ccc2c(c1)OCCO2 (configuration not stated)	-20%	-34%	·	-5%	-3	-7
O=C(CN(Cc1ccc(Cl)c(Cl)c1)S(=O)(=O)c1ccccc1)N/N=C\c1ccc2c(c1)OCO2	?	?	·	-6%	-4	-8
COc1ccc(NC(=S)Nc2ccccc2C(F)(F)F)cc1	31%[activator]	-9%	29%	-27%	11	9
CCC(C)Nc1c([N+](=O)[O-])cc(C)cc1[N+](=O)[O-] (configuration not stated)	62%[activator]	-12%	22%	-12%	-2	-1
Cc1onc(C(=O)N2CCOCC2)c1[N+](=O)[O-]	?	15%	?	3%	-2	-7
O=C(N[C@@H](Cc1ccccc1)C(=O)NCCc1c[nH]c2ccccc12)c1ccco1	?	-10%	-24%	2%	-8	9
COCCOC(=O)CC1=NC(=O)CS1	29%	8%	-1%	-1%	-4	-7
Cc1ccccc1-c1cc2nc(-c3ccc([N+](=O)[O-])cc3)cc(=O)n2[nH]1	47%[activator]	-3%	7%	1%	1	-5
COc1ccc(OCCCC(=O)Nc2ccc(OC)c(S(=O)(=O)N3CCOCC3)c2)cc1	?	?	-15%	·	·	·
CCc1ccc(NC2CC(=O)N(c3ccc(OC)cc3OC)C2=O)cc1 (configuration not stated)	204%[activator]	2%	11%	-8%	-2	-7

Assay outcomes as filed in PubChem.
